Bioassay records as filed in PubChem.
EBI2 block: EBI2 receptor antagonists, beta-arrestin recruitment, primary screen, cell-based, luminescence, 7a,25-OHC stimulation, uHTS. AID 651636, 2012. G-protein coupled receptor 183 (Homo sapiens), P32249. 7a,25-OHC stimulated. inhibition, % at 5 µM. 0.81% of 360,000 active; in the data active = inhibition above about 38%;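 also: enzyme fragment complementation signal reports receptor beta-arrestin coupling in cells; 0% = agonist plus DMSO wells and 100% = wells without agonist; some results beyond the cut were filed as inactive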
Target sequence (P32249 whole entry, looked up, the tested form may be a part): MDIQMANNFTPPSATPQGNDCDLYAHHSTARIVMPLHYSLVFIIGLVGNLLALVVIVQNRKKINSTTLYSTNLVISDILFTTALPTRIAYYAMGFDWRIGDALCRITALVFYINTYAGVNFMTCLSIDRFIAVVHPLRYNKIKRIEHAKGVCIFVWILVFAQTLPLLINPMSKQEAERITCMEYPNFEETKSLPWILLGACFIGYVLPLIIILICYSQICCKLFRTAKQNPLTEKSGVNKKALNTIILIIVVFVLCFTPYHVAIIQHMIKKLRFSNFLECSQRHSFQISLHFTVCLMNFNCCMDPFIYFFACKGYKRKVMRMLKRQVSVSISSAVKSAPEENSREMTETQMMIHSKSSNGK
An asterisk follows results filed as active. Not all compounds are listed. The share of hits here may be higher or lower than overall.

EBI2 block	Molecule
7.7	O=C(NC(c1ccc2c(c1)OCO2)c1ccccn1)C1CCN(CCOc2ccccc2)CC1 (stereo unspecified)
1.2	CCCCNC(=O)C[C@@H]1C[C@@]2(C(=O)OCC)CCC=C2N(Cc2cccc3ccccc23)C1=O
4.4	CCN(c1cccc(C)c1)S(=O)(=O)c1cc2[nH]c(=O)c(=O)[nH]c2cc1C
0.3	CSc1ccc(CN2CCC(C)(Oc3ccc4ccccc4c3)C2)cc1 (stereo unspecified)
-2.2	COc1cc(C)c2sc3ccccc3c(=O)c2c1NCCN(C)C
-2.7	O=C(Nc1cccc2ccccc12)c1csc([C@@H]2O[C@H](CO)[C@@H](O)[C@H]2O)n1
73.2*	CCCN1CCN(C(=O)c2ccc3[nH]c(C)c(C)c3c2)CC1
6.2	Cc1noc(C)c1NC(=O)N(C)C[C@@H]1Oc2cc(Br)ccc2S(=O)(=O)N([C@@H](C)CO)C[C@H]1C
-8.3	CCN(CC)C(=O)C1=C(C)N(Cc2ccc(OC)cc2)C(=O)C(CC(=O)NCCc2ccccn2)C1 (stereo unspecified)
6.1	Cc1cccc(C)c1NC(=O)C1C(c2ccc3c(c2)OCO3)=Nc2ccccc2N1C(=O)c1cccc(C(F)(F)F)c1 (stereo unspecified)
-1.8	OC(c1ccc(F)cc1)c1nc(-c2ccc(Cl)cc2)cs1 (stereo unspecified)
-3.9	Cc1ccccc1Nc1nn2c(=O)c3ccc(C(=O)N4CCCC(C)C4)cc3nc2s1 (stereo unspecified)
15.1	Cc1cc(Br)cn2c(Cc3ccccc3)c(-c3ccc(C#N)cc3)nc12
-1.0	CC(C)(C)n1c(O)c2n(c1=O)Cc1ccccc1N=C2c1ccccc1
-8.4	COc1cccc(N2CCN(C(=O)c3ccc(Cl)c(S(=O)(=O)N4CCCCCC4)c3)CC2)c1
-7.3	CCC1NC(=O)c2cccnc2-n2c1nc1cc(OC)c(OC)cc1c2=O (stereo unspecified)
6.0	CCN(CC)C(=O)C1=C(C)N(Cc2ccc(F)cc2)C(=O)C(CC(=O)NC(c2ccccc2)c2ccccc2)C1 (stereo unspecified)
8.7	CC1(Cc2ccc(Cl)cc2)C(=O)Nc2ccc(-c3ccc(F)c(Cl)c3)cc21 (stereo unspecified)
-11.9	Cc1ccc(S(=O)(=O)CCC(=O)Nc2cc(C)on2)cc1
-6.2	CC1(C(=O)NNC(=O)c2cccc([N+](=O)[O-])c2)CC1Br (stereo unspecified)
-3.7	Cc1nc2ccccn2c(=O)c1NC(=O)c1ccc2c(c1)OCO2
8.4	Cc1cccc(C)c1OCCOC(=O)c1ccc(S(=O)(=O)N2CCCC2)cc1
-3.5	CN(C)c1ccc2nc3ccc(=O)cc-3sc2c1
-6.3	Cc1ccsc1CNC(=O)C1(C)CCN1C(=O)C(C)C (stereo unspecified)

In another format: entries from further up
canonical_smiles | EBI2 block
COc1cccc(N2CCN(C(=O)c3ccc(Cl)c(S(=O)(=O)N4CCCCCC4)c3)CC2)c1 | -8.4
CCC1NC(=O)c2cccnc2-n2c1nc1cc(OC)c(OC)cc1c2=O (stereo unspecified) | -7.3

(continued)
EBI2 block	Molecule
3.7	COc1cc(C(O)c2nc(-c3cccc(F)c3)cs2)ccc1F (stereo unspecified)
2.8	Cc1nc(-c2cccc(NC(=O)c3ccc(Cl)c(S(=O)(=O)N4CCCC4)c3)c2)cs1
12.0	O=C(NCc1ccc(F)c(F)c1)c1ccc(-c2ccc(F)c(F)c2)c2ccoc12
6.7	Cc1ccc2nc(-c3ccco3)c(CC3CCCCC3)n2c1
-2.1	COc1cnc(-c2cccc(C(F)(F)F)c2)c(NC(=O)c2cc3ccccc3s2)n1
4.5	CC1(C(=O)Nc2ccc(Cl)c(C(F)(F)F)c2)Cc2c(-c3ccc(C(N)=O)cc3)ccnc2O1 (stereo unspecified)
-3.2	O=C(Nc1ccnn1C1CCN(Cc2ccc(CO)o2)CC1)c1cccc(F)c1
-1.3	Cc1ccc(S(=O)(=O)Nc2ccc(Nc3nccn4c(-c5ccc6ccccc6c5)cnc34)cc2)cc1
9.7	O=C(NNC(=O)c1cccc(S(=O)(=O)Nc2ccccc2F)c1)c1ccncc1
2.0	Cc1ccc(OCC(=O)Nc2ccncc2)cc1C
5.7	CC1(C(=O)NS(=O)(=O)c2cccc(Cl)c2)CCN1C(=O)COc1ccc(Cl)cc1 (stereo unspecified)
1.6	C[C@@H]1CN([C@H](C)CO)C(=O)c2c(c3ccccc3n2C)-c2ccccc2CO[C@H]1CN(C)Cc1ccccc1

5 compounds already listed, sorted by molar mass, smallest number first:
EBI2 block	Molecule
6.7	Cc1ccc2nc(-c3ccco3)c(CC3CCCCC3)n2c1
3.7	COc1cc(C(O)c2nc(-c3cccc(F)c3)cs2)ccc1F (stereo unspecified)
12.0	O=C(NCc1ccc(F)c(F)c1)c1ccc(-c2ccc(F)c(F)c2)c2ccoc12
4.5	CC1(C(=O)Nc2ccc(Cl)c(C(F)(F)F)c2)Cc2c(-c3ccc(C(N)=O)cc3)ccnc2O1 (stereo unspecified)
1.6	C[C@@H]1CN([C@H](C)CO)C(=O)c2c(c3ccccc3n2C)-c2ccccc2CO[C@H]1CN(C)Cc1ccccc1

(next part)
EBI2 block	Molecule
-13.7	COc1ccc(C(=O)Nc2nnc([C@@H]3C[C@H](O)[C@@H](CO)O3)s2)cc1
-2.1	O=C1CCCCc2cc(O)c(O)cc21
-5.4	COCCNC(=O)C1CCCN(Cc2ccccc2-c2ccccc2)CC1 (stereo unspecified)
5.7	NC(Cc1ccc(F)cc1)c1csc(NC(=O)NC(c2ccccc2)c2ccccc2)n1 (stereo unspecified)
-10.8	CN1OC[C@@H]2CN(C(=O)c3cccc4ccccc34)[C@H](c3ccc(N4CCCCC4)cc3)C[C@@H]21
-4.6	COc1ccc(S(=O)(=O)N(C)C[C@H]2OCc3cnnn3CCCC(=O)N([C@H](C)CO)C[C@@H]2C)cc1
-9.3	CCOC(=O)[C@]12CCC=C1N(CCC1=CCCCC1)C(=O)[C@H](CC(=O)NCCCOC)C2
-13.7	CC(C)CC1OC(C)CC2=C1C(=O)OC(C)(C)O2 (stereo unspecified)
2.2	O=C(NCCN1CCOCC1)c1ccc2c(c1)N(Cc1cccc(Cl)c1)C(=O)c1ccccc1S2(=O)=O
-5.7	CN1OC[C@@H]2CN(C(=O)c3cccnc3)[C@H](c3ccc(N4CCCCC4)cc3)C[C@@H]21
2.8	O=C(NCc1ccccc1)C1c2ccccc2OCC(=O)N1Cc1ccc2c(c1)OCO2 (stereo unspecified)
16.9	CC1(C(=O)Nc2cccc(C#N)c2)CCN1C(=O)C/C=C/c1ccccc1 (stereo unspecified)

Part of the list above, with tabs.
Molecule	EBI2 block
O=C1CCCCc2cc(O)c(O)cc21	-2.1
COc1ccc(S(=O)(=O)N(C)C[C@H]2OCc3cnnn3CCCC(=O)N([C@H](C)CO)C[C@@H]2C)cc1	-4.6
CC(C)CC1OC(C)CC2=C1C(=O)OC(C)(C)O2 (stereo unspecified)	-13.7

Additional results.
EBI2 block	Molecule
-0.7	Cc1cnc(C)c(Nc2nc(C(N)Cc3ccc(Cl)cc3)cs2)n1 (stereo unspecified)
-1.3	Cc1ccc2ccccc2c1C(O)c1ncc(-c2cccc(C(F)(F)F)c2)[nH]1 (stereo unspecified)
-8.2	O=C(Nc1cccc(Cl)c1Cl)c1ccco1
24.3	O=CNc1cc(-c2cccc(F)c2)cn2c(-c3ccc(F)c(Cl)c3)cnc12
-6.8	CCN(CC)C(=O)C1=C(C)N(CCC2=CCCCC2)C(=O)C(CC(=O)NCCN2CCOCC2)C1 (stereo unspecified)
3.3	COc1ccc(CCNS(=O)(=O)c2ccc3c(c2)CC(C)N3C(=O)C2CC2)cc1OC (stereo unspecified)
4.6	COc1ccccc1Cc1c(-c2ccc(OC)c(OC)c2)nc2ccc(Cl)cn12
-2.5	CCOC(=O)C1CCC(=O)N1Cc1c[nH]c2ccccc12 (stereo unspecified)
0.0	COc1ccc(S(=O)(=O)N2CCC(C(=O)NCCc3ccc(OC)c(OC)c3)CC2)cc1
-3.9	C[C@H](CO)N1C[C@H](C)[C@H](CN(C)C(=O)Nc2ccc(C(F)(F)F)cc2)Oc2ncc(-c3cccnc3)cc2C1=O
3.8	O=c1c2cc3ccccc3nc2ncn1CCc1ccc(Cl)cc1
-13.3	CC(C)C[C@@H]1O[C@H](C(C)C)Cc2[nH][nH]c(=O)c21
14.2	COc1cccc(NC(=O)N2CCc3nc(NCc4cccc(Oc5ccccc5)c4)ncc3C2)c1
-3.3	O=C(OCc1cn([C@@H]2CN(CC3CCCCC3)[C@@H](c3ccc(Cl)cc3)C[C@H]2O)nn1)c1ccccc1
-41.1	CC(C)n1c(=O)c2ccccc2n1C(=O)c1ccccc1
9.5	CCCCCCCCN1C(=O)[C@H](CC(=O)NCC2CCCCC2)C[C@@]2(C(=O)OC)CCCCC=C12
4.2	COc1ccc(C2=Nc3ccccc3N(C(=O)c3cc(Cl)cc(Cl)c3)C2C(=O)NCc2ccccc2)cc1 (stereo unspecified)
2.4	CCCc1nc2ccc(C)cn2c1Cc1ccccc1OC
36.5	COc1ccc(-c2ccc(CN3C(C(C)C)C(=O)N(Cc4cn(CC5CCCCC5)nn4)CCS3(=O)=O)cc2)cc1 (stereo unspecified)
9.7	Cc1ccc(S(=O)(=O)N2C[C@@H](C)[C@]3(C2)[C@H](O)[C@H](OC(=O)NCc2ccccc2F)C[C@H]2C(=O)N(c4ccccc4)C(=O)[C@H]23)cc1
1.0	C#CCNC(=O)C[C@@H]1C[C@@]2(C(=O)OCC)CCC=C2N(CCC2=CCCCC2)C1=O
-2.2	COc1ccccc1-c1csc(C(C)(NC(C)=O)c2ccccc2)n1 (stereo unspecified)
6.3	O=C(NCc1ccco1)c1[nH]c(C(F)(F)F)nc1-c1ccccc1
14.8	CN(CCc1ccccc1)C(C(=O)Nc1ccc2c(c1)OCCO2)c1ccnc2ccccc12 (stereo unspecified)
-6.0	CCCS(=O)(=O)NC(=O)C1(C)CCN(C(=O)c2c(F)ccc(C)c2F)C1 (stereo unspecified)
0.9	O=C1NC[C@@H](CCCCN2C[C@H](Cc3ccccc3)N(CC3CCCCC3)C(=O)C2=O)N(Cc2ccccc2)C1=O
-11.0	O=C(/C=C/[C@H]1O[C@@H](n2cnc3c(NC(=O)c4ccccc4)ncnc32)[C@H](O)[C@@H]1O)NCC1CCCO1 (stereo partly specified)
-2.2	CCC(CC)C(=O)N(C)c1c(C)nc2c(OCc3ccc(OC(F)F)cc3)cccn12
2.3	C=C(C)Cn1c2ccc(NC(=O)CCc3cccc(Cl)c3)cc2c(=O)n1C
-16.1	CN(C(=O)COC(=O)Cc1ccc(Br)cc1)c1c(N)n(Cc2ccccc2)c(=O)[nH]c1=O
3.0	COc1cccc(-c2nc3nc(C)cc(C)n3c2Nc2c(C)cccc2C)c1
-0.5	C[C@@H]1CN([C@@H](C)CO)C(=O)CCCn2nncc2CO[C@@H]1CN(C)C(=O)Nc1ccc(N2CCN(C)CC2)cc1
2.4	Cc1ccc(-c2ccccc2C2=CC(=O)CC(C)(C)C2=O)cc1
-9.0	CC1(C(=O)NC2CCCC2)CCC(=O)N1CCCn1ccnc1 (stereo unspecified)
11.1	CSc1ccccc1NC(=O)C1(C)CCN1C(=O)Cc1ccc(-c2ccccc2)cc1 (stereo unspecified)
-11.3	CCCC(=O)N1CCCC1(C)C(=O)NCc1ccc(SC)cc1 (stereo unspecified)
-1.0	CC(C)C[C@H]1CN(CCCC[C@@H]2CNC(=O)C(=O)N2CC2CCCCC2)C(=O)C(=O)N1CCc1ccccc1
-14.5	COC(=O)C[C@@H]1CC[C@@H](NC(=O)C2CCC2)[C@@H](CO)O1
7.3	CCC(c1nnnn1-c1ccc2c(c1)OCCO2)N1CCN(c2ccc(C(F)(F)F)cc2[N+](=O)[O-])CC1 (stereo unspecified)
2.8	Cc1cccnc1C1=NOC(Cc2ccccc2)C(=O)N1Cc1ccc(F)cc1 (stereo unspecified)
21.9	Brc1cccc(-c2nc3c4ccccc4ccn3c2Cc2ccccc2)c1
-2.1	NCc1csc(Nc2ccc(C(=O)c3ccccc3)cc2)n1
-17.0	CC(=O)Nc1cncc(-c2cccc(C(=O)N(C)C)c2)n1
7.7	O=c1cc(CN2CCN(c3ccccc3F)CC2)c2ccccc2o1
27.4	O=c1c2ccccc2sn1-c1ccc(Cl)cc1Cl
0.9	CC(C)NC(=O)C1(C)CCN1C(=O)c1cccc(Cl)c1 (stereo unspecified)
-9.9	CCNC(=O)C1(C)CCN(C(=O)c2cccnc2SC)C1 (stereo unspecified)
-3.0	COCCNC(=O)c1cc2c(c(-c3cccc(-c4cccc(OC)c4)c3)n1)[C@H](CCO)N(S(=O)C(C)(C)C)C2 (stereo partly specified)
-3.0	COc1ccc(NC(=O)N(C)[C@H]2C[C@H]3c4[nH]c5ccccc5c4CCN3C[C@H]2[C@H](C)O)cc1
14.4	CCCc1c(-c2ccc(Cl)cc2)ncn1Cc1cccc(-c2ccccc2)c1
-9.4	C#CCOC(=O)CCCN1C(=O)c2cccc3cccc(c23)C1=O
19.0	Cc1ccccc1Cn1c(C)c(C(=O)NCc2ccc(Cl)c(Cl)c2)sc1=O
-4.8	NC(Cc1ccccc1)c1csc(Nc2ccc(C(F)(F)F)cn2)n1 (stereo unspecified)
-0.7	CCOC(=O)n1c2ccccc2c(=O)n1CCO
-8.9	COc1cccc(COC(=O)C2CC(=O)N(Cc3ccccc3)C2)c1OC (stereo unspecified)
2.5	Oc1ccc(C[C@H]2CN([C@@H](Cc3ccccc3)CN3CCC[C@@H]3CN3C(=S)NC[C@@H]3Cc3ccccc3)C(=S)N2CC2CCCCC2)cc1
-9.7	O=C(OCc1cn([C@@H]2CN(Cc3cccs3)[C@@H](c3ccccc3)C[C@H]2O)nn1)c1ccccc1
-2.6	O=C(CC[C@H]1O[C@@H](n2cnc3c(NC(=O)c4ccccc4)ncnc32)[C@H](O)[C@@H]1O)N[C@@H](CO)c1ccccc1
-4.0	CCc1nc2ccc(C(=O)N(CC)CCN(C)C)cn2c1N(CC)C(=O)NCCc1ccccc1
2.0	CC1(C(=O)NCc2ccccc2)Cc2c(-c3cccc(C(F)(F)F)c3)ccnc2O1 (stereo unspecified)
3.3	CCN(CC)C(=O)C1=C(C)N(Cc2ccccc2)C(=O)C(CC(=O)NC2CCCCC2)C1 (stereo unspecified)
4.7	COc1ccc(C(=O)NCC(c2ccco2)N2CCc3ccccc3C2)c(OC)c1 (stereo unspecified)
